# Screening data as filed in PubChem.
# DPM-DC inhibit: blocks S. pneumoniae diphosphomevalonate decarboxylase. purified DPM-DC, PK/LDH coupled NADH fluorescence. calls only at 10 µM. hit rate 0.49% among 65,000. AID 556;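 active means the 320 compounds with the highest percent inhibition in the single-dose primary screen, excluding strongly autofluorescent ones, cut at about 32% in these data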;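 further: kinetic rate of NADH fluorescence loss reporting ADP formed by the decarboxylase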
# Bfl-1 inhibitors: Bfl-1 inhibitors, primary screen, biochemical, fluorescence polarization, FITC-Bid, mouse (AID 432); displacement, % at 20 µM, or IC50 in µM where a hit was titrated; FITC-Bid BH3 peptide fluorescence polarization displacement; higher % means a stronger effect; hit rate 0.02% among 64,000; in the data active means a potency from the dose series; inactive means the rest, 99 in 100 with displacement below about 15%; further: strong numbers were not always called active
# TNAP inhibition: human TNAP enzyme inhibitors, biochemical, luminescent (AID 518) | hit rate 0.09% among 64,000 | purified TNAP enzyme, luminescent substrate readout; higher % means a stronger effect | inhibition, % at 20 µM; hits with a dose series show IC50 in µM; in the data active means a potency from the dose series; inactive means the rest, 99 in 100 with inhibition below about 22%;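 further: plate controls were vehicle for no effect and reference inhibitor for full effect; many of its hits are not listed in these tables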
# LYP inhibition: inhibition of human PTPN22 tyrosine phosphatase – biochemical, DiFMUP fluorescence, recombinant catalytic domain, 10 µM, primary screen (AID 606); one-dose inhibition, % at 10 µM; IC50 in µM for titrated hits; 52,000 tested, under 10 active; recombinant LYP catalytic domain, DiFMUP fluorescence; higher % means a stronger effect;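 active means IC50 under 40 µM in the dose-response test; inactive means IC50 of 40 µM or more, or never dose-tested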
# HPDE-C7 cytotoxicity: cytotoxicity in HPDE-C7 cells, cell-based, fluorescence, HTS (AID 430) | HPDE-C7 pancreatic duct cells viability, fluorescence; higher % means a stronger effect | cytotoxicity, % at 10 µM, or EC50 in µM where a hit was titrated | hit rate 1.8% among 63,000;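 further: cells exposed to compound for 48 hours before viability readout; 0% = vehicle and 100% = reference cytotoxic drug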
# MK inhibit: S. pneumoniae mevalonate kinase inhibition; hit rate 0.48% among 65,000; purified MK, PK/LDH-coupled NADH absorbance 340 nm; inhibition, % at 10 µM;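 active means ranked among the strongest by inhibition in the single 10 µM screen, a fixed top-ranked set picked for dose follow-up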; further: no value below 0 was filed
# HT1080 viability: HT1080 cell viability loss – fluorescence readout (AID 620) | cytotoxicity, % at 10 µM; hits with a dose series show EC50 in µM | HT1080 viability, fluorescence; higher % means a stronger effect | hit rate 0.42% among 87,000;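 further: cells exposed to compound overnight then 4 h with Alamar Blue; 0% = vehicle DMSO and 100% = killing control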
# HPDE-C7K KRASV12: viability loss of HPDE-C7K cells – cell-based, fluorescence, HTS, primary screen (AID 431); cytotoxicity, % at 10 µM, or EC50 in µM where a hit was titrated; HPDE-C7K KRASV12 cells, Alamar Blue viability, 48 h; higher % means a stronger effect; hit rate 1.7% among 63,000;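 active means compounds whose percent cytotoxicity in the single-dose primary screen, scaled between solvent and toxic-drug controls, exceeds 50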;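 further: 0% = DMSO solvent wells and 100% = doxorubicin-treated wells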
# Spn PMK inh: S. pneumoniae PMK inhibition; AID 539; inhibition, % at 10 µM; purified PMK, PK/LDH-coupled NADH absorbance 340 nm; hit rate 0.49% among 65,000;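 active means top-ranked compounds by inhibition in the single 10 µM screen, taking a fixed number of the strongest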;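 further: 0% = full reaction with DMSO carrier and 100% = background rate without enzyme reaction; no value below 0 was filed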
# Spn PMK inh pilot replicates: further read-out of Spn PMK inh, marked with its call; inhibition, %; measured here: pilot screen replicates
# MK inhibit pilot replicates: second read-out of MK inhibit, no call of its own (marks repeat the call); inhibition, %; measured here: pilot screen replicates
# DPM-DC inhibit pilot screen %: recorded beside DPM-DC inhibit, whose call it bears; inhibition, %; measured here: pilot screen trials
# * marks the source's active call; other numbers are inactive results; i = inactive; . = not tested or not shown. Unless noted, no stated cut-off is given here; in the data, active means cytotoxicity above about 50%; inactive means the rest.
SMILES,DPM-DC inhibit,Bfl-1 inhibitors,TNAP inhibition,LYP inhibition,HPDE-C7 cytotoxicity,MK inhibit,HT1080 viability,HPDE-C7K KRASV12,Spn PMK inh,others
Cc1ccc(Cl)cc1N1CCN(S(=O)(=O)c2c(C)[nH]c(=O)[nH]c2=O)CC1,i,-7%,8%,.,-8%,0,9%,-8%,11,
COc1cc(C2N(c3cccc(Cl)c3)C(=O)C3CCCN32)cc(OC)c1OC (stereo unspecified),i,-2%,8%,7%,-2%,5,0%,-3%,4,
Cc1ccc(-n2c(SCC3CCCCO3)nnc2-c2ccco2)cc1 (stereo unspecified),i,-1%,9%,.,-6%,8,-8%,-2%,0,Spn PMK inh pilot replicates=6.5;MK inhibit pilot replicates=0.0;DPM-DC inhibit pilot screen %=1.0
CCOC(=O)N1CCN(C(=O)CSc2nnc(-c3cccc(Cl)c3)o2)CC1,i,6%,16%,2%,5%,22,0%,3%,9,Spn PMK inh pilot replicates=2.0;MK inhibit pilot replicates=0.0;DPM-DC inhibit pilot screen %=1.0
Cc1ccc(NC(=O)CN(C)C(=O)CN2C(=O)NC(C)(c3ccccc3)C2=O)cc1 (stereo unspecified),i,3%,5%,9%,-10%,5,-4%,-10%,11,
COC(=O)Cc1c(C)nc2nc(-c3ccccc3)[nH]n2c1=O,i,0%,15%,9%,4%,0,3%,17%,3,Spn PMK inh pilot replicates=5.5;MK inhibit pilot replicates=6.5;DPM-DC inhibit pilot screen %=1.5
O=C(COC(=O)c1ccccc1O)Nc1ccc(OC(F)F)cc1,i,2%,20%,-5%,-13%,0,3%,4%,7,Spn PMK inh pilot replicates=0.0;MK inhibit pilot replicates=0.0;DPM-DC inhibit pilot screen %=1.0
CCOC(=O)CN1C(=O)c2ccccc2C1=O,i,-9%,5%,5%,-13%,2,-4%,-2%,3,
N#CC1=C(N)C(C#N)(C#N)[C@H](c2ccncc2)[C@H]2CN(C(=O)OCc3ccccc3)CC=C12,i,-2%,12%,-1%,18%,1,3%,12%,7,
COc1ccccc1N1CCN(C(=O)CCc2ccc(S(=O)(=O)NC(C)C)cc2)CC1,i,0%,4%,.,5%,4,8%,14%,7,
S=c1[nH]nc(-c2ccco2)n1Cc1ccccc1,i,2%,18%,6%,3%,8,5%,1%,7,
CCC(C)[C@H](NC(=O)NCc1ccc(Cl)cc1)C(=O)OC (stereo partly specified),i,-16%,15%,.,-2%,0,-5%,41%,0,
COc1ccccc1N1CCN(C(=O)c2cc3c(-c4ccc(Cl)cc4)nn(C)c3s2)CC1,i,-2%,7%,8%,16%,8,-5%,16%,9,
CC(C)Oc1cccc(C(=O)Nc2ccc(CN3CCOCC3)cc2)c1,i,-5%,2%,5%,2%,0,-2%,0%,0,
Cn1c(=O)oc2cc(S(=O)(=O)N3CCCC(C(=O)NCc4ccc5c(c4)OCO5)C3)ccc21 (stereo unspecified),i,1%,9%,8%,1%,5,-3%,-3%,6,
CC(c1ccccc1)n1cnc2ccccc21 (stereo unspecified),i,-1%,19%,12%,-1%,2,-4%,2%,3,Spn PMK inh pilot replicates=2.0;MK inhibit pilot replicates=1.0;DPM-DC inhibit pilot screen %=0.0
CCCS(=O)(=O)N1CCn2c(nc3ccccc32)C1,i,-6%,2%,6%,4%,4,-3%,7%,6,
CCCCOc1ccc(C(=O)Nc2ccc(N3CCN(C(C)=O)CC3)cc2)cc1,i,-4%,12%,-1%,6%,12,-3%,4%,0,Spn PMK inh pilot replicates=0.0;MK inhibit pilot replicates=0.0;DPM-DC inhibit pilot screen %=0.0
CSc1ccccc1NC(=O)C1CC(c2ccccc2O)=NO1 (stereo unspecified),i,4%,18%,-5%,1%,1,7%,-1%,7,
COc1ccc(NC(=O)CN2CCN(S(=O)(=O)c3ccc(F)cc3)CC2)cc1Cl,i,-3%,5%,-3%,-7%,3,-7%,2%,7,
Cc1ccc(C(=O)Cn2c(C)cc(C)c(C#N)c2=O)cc1,i,-7%,4%,-1%,-11%,7,1%,4%,10,
COC(=O)C1=C(C)NC2=C(C(=O)CCC2)C1c1ccccn1 (stereo unspecified),.,-2%,0%,.,-14%,4,-11%,-10%,5,
CCOC(=O)CNS(=O)(=O)c1c(C)noc1C,i,2%,10%,10%,6%,12,36%,-2%,15,Spn PMK inh pilot replicates=2.0;MK inhibit pilot replicates=0.0;DPM-DC inhibit pilot screen %=0.0
Cc1c(NC(=O)c2ccc(Cl)c(S(=O)(=O)N3CCOCC3)c2)c(=O)n(-c2ccccc2)n1C,i,-5%,9%,15%,-8%,10,-3%,-13%,4,
COc1ccc(C2C=C(c3cccs3)Nc3nc(CCCO)nn32)cc1 (stereo unspecified),.,144%,41%,1%,3%,0,17%,9%,17,
[O-]/[N+](=C\c1ccncc1)c1ccc(Br)cc1,i,10%,11%,0%,-16%,3,.,-2%,8,
Nn1c(SCC(=O)Nc2ccc3c(c2)OCCO3)nnc1C(F)(F)F,i,-8%,8%,1%,0%,0,0%,5%,7,Spn PMK inh pilot replicates=0.5;MK inhibit pilot replicates=2.0;DPM-DC inhibit pilot screen %=0.0
COc1cccc(C(=O)Nc2nnc(-c3ccc(Cl)cc3)o2)c1,i,4%,8%,8%,86%*,0,-11%,85%*,6,
CCOC(=O)CSc1nc2sc3c(c2c(=O)[nH]1)CC(C)(C)OC3,i,-1%,4%,-7%,-1%,.,21%,-12%,0,
CCCCC(=O)Nc1ccccc1C#N,i,-2%,-2%,.,-4%,13,.,1%,10,
Cc1cc(Cl)ccc1OCC(=O)NCCC(=O)O,i,-1%,8%,10%,-4%,5,4%,-2%,0,
Fc1ccccc1Cn1nnc2c(-n3ccnc3)ncnc21,i,-9%,11%,9%,7%,0,8%,2%,4,Spn PMK inh pilot replicates=0.0;MK inhibit pilot replicates=0.5;DPM-DC inhibit pilot screen %=5.0
CCOC(=O)Cc1csc(NC(=O)CCc2ccc(S(=O)(=O)N3CCOCC3)cc2)n1,i,-6%,3%,3%,-8%,6,-6%,-9%,7,
COC(=O)c1ccc(NC(=O)CN(c2ccc(OC)cc2)S(C)(=O)=O)cc1,i,-4%,1%,11%,-2%,11,6%,-1%,4,
O=C(CN1CCOCC1)Nc1ccc(-c2nc3ccccc3[nH]2)cc1,i,5%,9%,.,-2%,7,.,1%,6,
O=C(NCc1ccccn1)C(C(=O)c1ccc(F)cc1)n1ccccc1=O (stereo unspecified),i,-6%,11%,3%,-8%,5,-4%,10%,13,Spn PMK inh pilot replicates=5.0;MK inhibit pilot replicates=0.0;DPM-DC inhibit pilot screen %=1.0
CCCCOc1ccc(/C(O)=C2/C(=O)C(=O)N(CCCOC)C2c2ccncc2)cc1C (stereo unspecified),i,-7%,11%,11%,-23%,9,-3%,-8%,10,
CCOC(=O)CSc1nc(C)c2cc(OC)ccc2n1,.,0%,13%,-5%,-5%,0,3%,3%,0,
Cc1ccnc(SCC(=O)Nc2sc3c(c2C#N)CCCC3)n1,i,-6%,7%,12%,-10%,10,-11%,-5%,12,
Cc1ccc(-n2c(C)nc3c(cnn3-c3ccc(F)cc3)c2=O)cc1,i,-11%,2%,6%,-28%,2,-2%,-22%,8,
Cc1nc2c(oc3ccccc32)c(=O)o1,i,11%,2%,.,-7%,4,-4%,-2%,16,
COc1ccccc1NC(=O)CSc1nnc(Cn2nnc(-c3ccccc3)n2)n1-c1ccccc1,i,6%,7%,-4%,-13%,7,3%,10%,19,Spn PMK inh pilot replicates=0.0;MK inhibit pilot replicates=0.0;DPM-DC inhibit pilot screen %=0.0
CCOc1cc(N2CCOCC2)c(OCC)cc1NC(=O)COC(=O)c1cc(C)oc1C,i,2%,10%,5%,2%,1,-6%,19%,17,
O=C(Nc1cccnc1)c1noc2c1CCCCC2,i,0%,15%,.,-6%,8,1%,-5%,11,Spn PMK inh pilot replicates=2.0;MK inhibit pilot replicates=0.0;DPM-DC inhibit pilot screen %=2.5
CCN(CC)c1ccc2cc(C(=O)O)c(=O)oc2c1,i,-2%,1%,1%,5%,10,-8%,1%,4,
CCCN(CCC)C(C(=O)Nc1cccc(OC)c1)c1ccccc1 (stereo unspecified),i,-2%,6%,3%,-25%,12,-8%,0%,0,
O=C(Nc1nc2ccccc2n1CCOc1ccc(Cl)cc1)c1ccco1,i,0%,18%,1%,17%,3,.,12%,7,
CC1CCN(c2nc3ccccc3nc2C(C#N)C(=O)OC2CCCCC2)CC1 (stereo unspecified),i,-3%,9%,-2%,.,0,2%,.,11,
CCCC1C(c2ccccc2)C(C#N)(C#N)C2(C#N)CC1(N)NC2=O (stereo unspecified),i,-7%,23%,9%,-12%,6,0%,1%,11,
COc1cc2c(cc1NC(C)=O)CCCC2,i,-2%,8%,11%,1%,7,.,-2%,0,
Clc1ccc(NCc2nncn2-c2ccccc2)cc1,i,-2%,7%,.,-6%,0,7%,11%,0,
CC1=CC2=C(OC1N(C)C)c1cccc3cccc(c13)C2=O (stereo unspecified),i,21%,16%,0%,17%,7,36%,20%,4,Spn PMK inh pilot replicates=0.0;MK inhibit pilot replicates=2.0;DPM-DC inhibit pilot screen %=0.5
O=C(CSc1nnc2scc(-c3ccccc3)n12)NCc1ccc2c(c1)OCO2,i,-4%,5%,6%,1%,0,0%,-1%,2,
CCOC(=O)c1cccc(N2C(N)=NC(N)=NC2(C)C)c1,i,-1%,5%,5%,-12%,6,-7%,-5%,11,
Cc1nc(=O)c(-c2ccccc2)c(C)n1-c1ccccc1O,i,-1%,10%,5%,11%,14,6%,0%,12,
Nc1nc2n(n1)C(c1ccco1)CC(c1ccc(Cl)cc1Cl)N2 (stereo unspecified),i,.,.,15%,.,5,14%,.,13,
C=C(C)c1cccc(C(C)(C)NC(=O)Nc2ccc3[nH]c(=O)[nH]c3c2)c1,i,6%,-1%,16%,-1%,0,-1%,0%,5,
CCCCCCc1nc2ccccc2c(=O)n1N,i,-9%,12%,.,-5%,11,28%,-4%,4,
COc1ccc(-n2nnc3c(SCC(=O)NCC4CCCO4)ncnc32)cc1 (stereo unspecified),i,5%,9%,4%,-2%,2,-2%,3%,11,
CC1=Nn2c(nnc2-c2ccccc2F)SC1,i,0%,10%,.,-8%,12,-3%,-3%,13,
# Carrying on.
SMILES,DPM-DC inhibit,Bfl-1 inhibitors,TNAP inhibition,LYP inhibition,HPDE-C7 cytotoxicity,MK inhibit,HT1080 viability,HPDE-C7K KRASV12,Spn PMK inh,others
Cc1ccc(F)cc1NC(=O)c1c(-c2ccccc2)noc1C,i,-8%,10%,7%,-28%,11,3%,-14%,6,
Cc1ccc(-n2c(=O)cc(N3CCCCCC3)[nH]c2=O)cc1,i,6%,6%,0%,-10%,6,-9%,1%,7,
CC(C)OP(C)(=O)CN1CCN(CP(C)(=O)OC(C)C)CC1 (stereo unspecified),i,1%,2%,-1%,4%,9,9%,-3%,1,
CCOC(=O)Nc1ccc(NC(=O)c2c(OC)cccc2OC)cc1,i,-6%,16%,-4%,12%,7,8%,9%,11,
